All columns: NCI-60 one-dose screen, growth in % after 48 h at 10 µM unless noted; 100 = growth as untreated, 0 = no growth, -100 = all killed.
CCRF-CEM = CCRF-CEM leukemia | 7% of 77,000 active | AID 1794778
HOP-62 = HOP-62 NSCLC; 3.9% of 80,000 active; AID 1794735
EKVX = EKVX NSCLC. 3% of 71,000 active
A549/ATCC = A549/ATCC NSCLC; 3.7% of 81,000 active
HOP-92 = HOP-92 NSCLC cells. 6.3% of 71,000 active
M14 = M14 melanoma. 6.2% of 80,000 active. AID 1794745
RPMI-8226 = RPMI-8226 leukemia cells | 7.5% of 77,000 active
UACC-62 = UACC-62 melanoma; 5.4% of 81,000 active; AID 1794756
Active calls of the source: *; x = not tested or not shown; & = joins results of further samples; ! = not active in a repeat. The calls were made as follows: active = growth percent below 10; inactive = the rest. This is a random part of the collection, and some 12% of all compounds hit somewhere here.

1: COc1cc(-c2oc(=O)ccc2C#Cc2nccn2C)cc(OC)c1OC
2: COc1ccc(-c2nc3cnccn3c2Nc2ccc(OC)c(OC)c2)cc1
3: COc1ccc(/C=C(\C#N)n2nnc3cc(F)c(F)cc32)cc1
4: CCC(C)[C@H](NC(=O)[C@H](CC(=O)O)NC(=O)[C@@H](NC(=O)[C@@H](NC(=O)[C@H](Cc1c[nH]c2ccccc12)NC(=O)[C@H](Cc1cnc[nH]1)NC(=O)[C@H](CO)NC(=O)[C@H](CCCNC(=N)N)NC(=O)[C@H](CCCNC(=N)N)NC(=O)[C@H](CCCCN)NC(=O)[C@H](CCCCN)NC(=O)[C@H](CCCNC(=N)N)NC(=O)CNC(=O)[C@H](CCCNC(=N)N)NC(=O)[C@H](CCCNC(=N)N)NC(=O)[C@H](CCCNC(=N)N)NC(C)=O)C(C)(C)C)C1CCCCC1)C(=O)O (some centres not stated)
5: C/C(Cc1ccc(Cl)cc1)=C(\c1ccc(OCCCN(C)C)cc1)c1ccc(OC(=O)C2CCCCC2)cc1
6: O=C(Nc1cccc(Cl)c1)c1ccc2c(c1)nc(-c1ccccc1)n2C1CCCCC1
7: COc1ccc(-c2nc(NN)[nH]c(=O)c2Br)cc1
8: N#Cc1c(N)nn(C(=O)c2ccc(NC(=O)c3ccccn3)cc2)c1-c1cccc(Br)c1
compound no.,1,2,3,4,5,6,7,8
CCRF-CEM,78.8,99.9,24.3,101.7,96.0,80.4,103.6,x
HOP-62,104.4,116.7,49.6,104.6,93.2,89.2,99.9,63.9
EKVX,95.4,x,51.9,94.4,101.4,79.6,101.9,95.4
A549/ATCC,33.7,100.8,51.7,101.8,81.5,75.8,105.1,73.2
HOP-92,49.2,95.9,72.3,106.1,89.3,108.5,115.9,91.5
M14,106.7,104.6,6.4*,98.9,105.0,80.8,102.5,88.5
RPMI-8226,95.0,108.0,70.5,96.3,112.5,61.5,103.8,71.0
UACC-62,80.1,95.9,29.6,96.8,95.7,91.1,100.2,78.8

Down the list, as entered above:
HOP-62, compounds 2 to 5 → 116.7, 49.6, 104.6, 93.2
EKVX, compounds 2 to 5 → x, 51.9, 94.4, 101.4

(listing goes on)
9: O=C1CCC(NCc2ccccc2)N1 (configuration not stated)
10: C(=C\c1ccccc1)/CN1CCN(C(c2ccccc2)c2ccccc2)CC1
11: Cc1nnc2[nH]c(=O)c(/C=C\c3ccco3)nn2c1=O
12: O=C1c2cc(F)ccc2Oc2cc([N+](=O)[O-])ccc2N1c1ccc(Cl)cc1F
13: CN(C)CCOc1ccccc1Cc1cccc(Cl)c1
14: CCCCCCCN1C(=O)/C(=c2\sc3n(c2=O)C2C(NN=3)N(CC)C(=O)N2CC)c2ccccc21 (configuration not stated)
15: COc1ccc(/C=C2\C(=O)N(Cc3ccco3)SC2=S)c(OC)c1OC
16: O=C(OCCOCCOC(=O)Oc1ccccc1)Oc1ccccc1
compound no.,9,10,11,12,13,14,15,16
CCRF-CEM,91.5,94.4,119.0,89.5,102.2,95.9,84.1,108.1
HOP-62,104.7,99.6,117.9,95.3,101.5,90.9,102.1,104.5
EKVX,91.7,x,120.0,107.2,92.8,85.7,x,107.0
A549/ATCC,104.4,88.7,87.8,75.9,103.7,94.0,88.8,105.6
HOP-92,88.2,62.5,80.0,96.6,x,67.2,82.3,116.0
M14,98.0,99.1,111.1,98.7,97.9,93.7,107.5,119.8
RPMI-8226,100.0,77.1,105.4,92.6,105.3,99.3,83.8,109.9
UACC-62,94.8,96.9,101.5,79.6,101.7,85.4,79.5,101.5

17: NC(=N\N=C/c1ccco1)/C(N)=N\N=C/c1ccco1
18: CCCCN(CCCC)CCC(O)c1cc2ccc(C(F)(F)F)cc2c2cc(C(F)(F)F)ccc12 (configuration not stated)
19: Nc1c(C(=O)Nc2ccccc2)sc2nc3c(cc12)CN(C(=O)OCc1ccccc1)CC3
20: Nc1nc2ccc([C@@H]3Nc4ccc5[nH]ncc5c4[C@H]4[C@H]5CCC(C5)[C@H]43)cc2s1
21: CN1C(=O)[C@@]2(C)Nc3ccccc3CN2C1=S
22: COc1ccc(CO)cc1OCc1ccccc1
23: COc1ccc(NCc2cn(-c3ccccc3)nc2-c2ccc(OCc3ccccc3)cc2)cc1
24: Cc1ccc(NC(=S)n2c(=O)cc(C)c3ccc(O)cc32)c(C)c1
compound no.,17,18,19,20,21,22,23,24
CCRF-CEM,121.7,36.2,31.8,21.2,100.9,107.5,81.8,102.5
HOP-62,97.2,79.1,44.4,12.2,110.0,103.7,64.0,91.9
EKVX,104.9,70.0,69.6,16.2,94.6,x,54.7,104.2
A549/ATCC,93.3,64.8,50.2,25.8,101.4,102.7,63.0,102.9
HOP-92,102.4,-4.6*,52.4,74.7,129.4,x,81.0,84.0
M14,108.1,18.8,26.5,17.7,101.7,100.7,88.3,101.3
RPMI-8226,125.1,-9.0*,53.1,19.5,104.8,110.1,85.8,97.8
UACC-62,100.7,40.8,43.0,-88.6*,89.9,105.0,66.5,97.5

25: COC(=O)/C=C1/SC(=Nc2ccc(C)cc2)N(CCc2c[nH]c3ccc(O)cc23)C1=O
26: Nc1ccc(S(=O)(=O)Nc2cc(I)cc(I)c2)cc1
27: Cn1c(=O)c2ccc(-c3cc4ccccc4oc3=O)nc2n(C)c1=O
28: C[N+](C)(CCO)C(c1ccccc1)c1ccccc1
29: C=C1CCC2C(C)(CO)C(O)CCC2(C)C1C/C=C1/C(=O)OCC1Oc1ccccc1C (configuration not stated)
30: Cc1ccc(C2=N[C@@H](C(C)OCc3ccccc3)C(=O)c3c(nc4ccccn34)N2)cc1 (some centres not stated)
31: COc1cc(/C(=C2/O[C@@H]([C@H]3COC(C)(C)O3)[C@H]3OC(C)(C)O[C@@H]23)c2cccc(N)c2)cc(OC)c1OC
32: COc1cccc(C=O)c1OC(C)=O
compound no.,25,26,27,28,29,30,31,32
CCRF-CEM,1.8*,-9.4*,98.7,116.0,20.3,x,101.3,90.2
HOP-62,55.6,91.1,85.6,104.8,101.2,86.1,91.1,106.5
EKVX,49.6,123.5,102.3,94.0,101.1,x,98.3,98.3
A549/ATCC,84.0,111.7,99.6,101.9,89.1,94.1,95.5,92.8
HOP-92,53.7,79.2,81.3,96.9,117.7,x,x,107.0
M14,34.1,110.1,101.6,95.8,67.1,91.6,103.8,102.7
RPMI-8226,1.8*,97.5,70.9,105.0,x,x,93.5,107.4
UACC-62,42.2,107.0,106.3,103.6,77.3,87.2,98.0,101.7

33: O=c1oc(=O)c2cc3c(=O)oc(=O)c3cc12
34: COC(=O)C1(C)CCC[C@]2(C)[C@H]3C[C@H]4C(C(C)C)=C[C@]3(CC[C@@H]12)[C@H]1[C@@H]4[C@@H](OCC#CCN2CCOCC2)CC[C@@H]1OCC#CCN1CCOCC1 (some centres not stated)
35: CC(C)CC(CC(C)C)OC(=O)CBr
36: COc1ccc(N=Nc2c(N)nn3c(N)c(C#N)c(-c4ccccc4)nc23)cc1
37: N=C(N)SCc1cccs1
38: Nc1ccc(C(=O)O)c(C(=O)O)c1
39: Nc1ncnc(N2CCOCC2)n1
40: Cc1[nH]c(C(=O)Nc2ccccc2OCc2cccc(C(=O)NCCN)c2)cc1F
compound no.,33,34,35,36,37,38,39,40
CCRF-CEM,91.1,72.0,88.5,72.7,93.6,100.2,109.4,99.2
HOP-62,101.2,85.3,95.9,-1.6*,87.2,94.4,113.4,97.3
EKVX,106.6,67.2,104.5,38.9,91.8,104.4,130.7,89.9
A549/ATCC,110.0,66.8,99.5,53.1,92.4,91.6,89.4,105.6
HOP-92,85.8,54.9,x,-9.7*,92.7,90.0,71.1,107.3
M14,x,81.6,100.7,74.2,89.2,101.1,106.8,96.9
RPMI-8226,93.0,67.7,134.6,13.8,95.0,107.0,103.9,109.2
UACC-62,101.9,61.0,103.5,36.3,99.6,99.7,83.1,91.2

41: OCCNc1nc(NCCO)nc(Nc2ccc(C3=NN(c4cc(Cl)cc(Cl)c4)C(c4ccc(Cl)cc4)C3)cc2)n1 (configuration not stated)
42: Cc1cnc(N)nc1OCCNC(=O)c1cccc(-c2ccc(S(=O)(=O)Nc3ccc4c(c3)N(C(=O)C3CC3)CCC4)cc2)c1
43: CC1CCN(S(=O)(=O)c2ccc(S(=O)(=O)N3CCCC(c4nc5c(nnn5Cc5cccc(Cl)c5)c(=O)[nH]4)C3)cc2)CC1 (configuration not stated)
44: CB1C=Cc2cc(-c3cccc(Cl)c3)ccc2N1
45: O=C(Nc1cc(F)ccc1F)c1cc2c(=O)n3ccccc3nc2s1
46: C=CCSc1nnc(COc2ccc3c(C)c(Cc4ccccc4)c(=O)oc3c2C)o1
47: CCOC(=O)C(N=Nc1nn[nH]n1)C(C)=O (configuration not stated)
48: COc1ccc(CC(=O)N2CCc3cc(OC)c(OC)cc3C2O)cc1OC (configuration not stated)
compound no.,41,42,43,44,45,46,47,48
CCRF-CEM,13.3,64.1,15.2,93.2,89.5,95.1,112.7,126.4
HOP-62,15.9,79.8,57.2,82.6,116.7,x,103.9,97.3
EKVX,20.6,98.9,69.1,89.6,102.1,107.7,110.3,101.8
A549/ATCC,2.3*,79.7,64.8,99.8,104.5,100.8,99.8,102.7
HOP-92,60.7,41.0,56.0,96.8,104.8,100.1,x,x
M14,1.1*,80.1,16.9,96.1,126.2,101.5,107.7,111.9
RPMI-8226,-8.1*,42.7,19.9,105.1,101.1,99.9,105.5,113.2
UACC-62,13.1,48.1,40.2,95.5,105.0,92.4,105.5,95.7

An excerpt from above, limited to EKVX.
# | SMILES | EKVX
47 | CCOC(=O)C(N=Nc1nn[nH]n1)C(C)=O (configuration not stated) | 110.3
44 | CB1C=Cc2cc(-c3cccc(Cl)c3)ccc2N1 | 89.6

Continued.
49: CCCCOB(OCCCC)OCCCC
50: C/C(=N\NC(=O)c1sc(=S)n(C)c1N)c1ccc[nH]1
51: CC(O)C(NC(=O)OC(C)(C)C)C(=O)O (configuration not stated)
52: CCc1cccc(CC)c1N1C(=O)C2=C(SCCCS2)C1=O
53: COc1ccc(/C=C/c2c(C(=O)O)cccc2[N+](=O)[O-])c(OC)c1
54: Br/C(=N\Nc1nn[nH]n1)c1ccccc1
55: O=C(c1ccc(Cl)cc1)C(c1ccc(Cl)cc1)N1CCCCC1 (configuration not stated)
56: O=[N+]([O-])c1ccc(S(=O)Cc2ccccc2)c([N+](=O)[O-])c1 (configuration not stated)
compound no.,49,50,51,52,53,54,55,56
CCRF-CEM,97.7,94.7,99.3,84.8,107.8,x,70.7,0.7*
HOP-62,93.4,81.4,98.4,113.3,109.1,98.0,97.9,47.2&109.1
EKVX,x,68.1,112.2,x,x,x,84.4,90.4
A549/ATCC,98.8,122.0,92.8,97.9,85.2,x,93.6,40.6&83.2
HOP-92,100.7,79.8,100.1,87.4,109.1,x,88.4,7.5*!
M14,104.0,100.7,103.1,104.2,103.6,99.0,90.3,31.7&55.8
RPMI-8226,99.4,96.4,101.9,92.9,108.2,102.1,70.9,27.5&72.8
UACC-62,106.0,88.7,107.7,91.5,102.6,100.8,85.9,82.2&54.6

57: COc1cc2c(=O)n(CC3CCCCC3)c3c4cc[nH]c4ncc3c2cc1OC
58: OCc1cccs1
59: Cn1c(=O)c2c(nc(N/N=C/C(Cl)Cl)n2C)n(C)c1=O
60: COc1ccc(S(=O)(=O)c2ccc(C(N)=O)cc2)cc1NC(=O)c1[nH]c(C)c2c1CCCCC2=O
61: COc1cc(C(=O)N(C)C)cc(OC)c1OC
62: COc1ccc(-n2nc(C(=O)NCCCC(=O)NO)nc2-c2ccccc2)cc1
63: Nc1nc(SCc2ccc(Br)cc2)c2ncn(C3OC(CO)C(O)C3O)c2n1 (configuration not stated)
64: NS(=O)(=O)c1ncnc2nc[nH]c12
compound no.,57,58,59,60,61,62,63,64
CCRF-CEM,39.5,100.6,98.8,56.6,97.1,83.5,83.4,83.3
HOP-62,19.2,104.8,115.4,38.8,111.0,87.1,x,86.2
EKVX,63.9,99.2,127.6,75.0,x,97.8,x,103.1
A549/ATCC,31.6,104.7,98.3,87.7,100.2,92.6,x,124.0
HOP-92,1.7*,98.6,101.4,23.6,x,97.9,70.4,104.7
M14,49.2,102.1,103.8,x,105.4,98.6,98.7,89.6
RPMI-8226,34.5,97.4,103.1,46.9,106.7,97.3,79.9,66.0
UACC-62,74.4,104.6,113.3,17.0,100.0,88.7,93.1,100.5

65: Cc1ccc(S(=O)(=O)Nn2c(N)c(C#N)cc(-c3nc4ccccc4s3)c2=O)cc1
66: C1CCC(N2CN3c4nonc4N4CN(C5CCCCC5)CN5c6nonc6N(C2)C3C45)CC1 (configuration not stated)
67: Cc1cc([N+](=O)[O-])ccc1NS(=O)(=O)c1ccccc1
68: CN1CCc2c(sc3ncnc(N/N=C/c4cn(-c5ccccc5)nc4-c4ccc(Br)cc4)c23)C1
69: CC(=O)N1N=C(c2ccccc2)CC1c1cc(-c2cc3ccccc3o2)n(-c2ccccc2)n1 (configuration not stated)
70: CC1CC=C(O)C12OCC(C)(C)CO2 (configuration not stated)
compound no.,65,66,67,68,69,70
CCRF-CEM,104.4,51.0,83.2&89.8,15.7,84.5,94.2
HOP-62,95.7,97.2,88.1&92.0,54.6,98.8,114.7
EKVX,102.3,82.4,106.3&91.2,20.5,93.9,108.8
A549/ATCC,112.1,92.4,78.5&79.9,25.3,105.7,92.9
HOP-92,96.7,82.1,x,71.8,83.8,110.3
M14,102.0,96.0,93.2&98.9,19.4,99.0,112.5
RPMI-8226,101.6,81.3,57.5&80.5,35.8,94.0,103.9
UACC-62,103.5,88.7,83.0&74.4,67.3,91.7,100.8
